Assay outcomes (PubChem BioAssay)
CaV13 FRET inh = Disruptors of the CACNA1D IQ motif to Ca2+-dependent inactivation inhibitor domain association, primary screening, Förster resonance energy transfer in intact living … | HEK cells, CFP/YFP FRET ICDI-IQ, plate reader, 10 min; percent FRET-ratio fall versus neutral wells | inhibition, % at 12.3 µM | 340,000 compounds, 0.098% hits;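 active = mean replicate inhibition of at least 30% and at least 1% of replicates passing that level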;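 note: 0% = median of the neutral control wells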
PDI inh = inhibitors of human PDI, primary screen, biochemical, turbidity, single point, plate reader. Protein disulfide-isomerase (Homo sapiens), P07237. PDI insulin aggregation turbidity, A650, 90 min. inhibition, % at 10 µM. 350,000 compounds, 0.052% hits. AID 588391, 2011;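 active = mean inhibition across replicates of 30% or more, whatever share of single replicates reach that level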;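 note: absorbance from insulin aggregation driven by PDI reduction with DTT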
Target sequence (P07237 whole entry, looked up): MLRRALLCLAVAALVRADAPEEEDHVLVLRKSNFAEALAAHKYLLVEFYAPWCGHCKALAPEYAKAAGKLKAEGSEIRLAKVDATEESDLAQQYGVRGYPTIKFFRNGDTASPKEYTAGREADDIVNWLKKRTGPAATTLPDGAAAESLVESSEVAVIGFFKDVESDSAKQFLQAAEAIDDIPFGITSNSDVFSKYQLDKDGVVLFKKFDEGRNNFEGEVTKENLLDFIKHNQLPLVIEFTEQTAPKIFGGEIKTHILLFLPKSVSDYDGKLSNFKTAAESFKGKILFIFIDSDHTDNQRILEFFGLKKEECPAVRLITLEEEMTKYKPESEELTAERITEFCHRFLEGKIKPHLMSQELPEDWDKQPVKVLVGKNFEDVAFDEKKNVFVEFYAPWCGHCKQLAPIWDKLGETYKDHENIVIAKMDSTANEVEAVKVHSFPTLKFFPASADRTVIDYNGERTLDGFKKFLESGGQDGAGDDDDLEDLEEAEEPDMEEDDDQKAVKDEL
Glyco luc inh = increase of ERlucT glycosylation luciferase signal, primary screen, N-linked glycosylation inhibitor project, D54 ERlucT cells, luminescence, set 2 | D54 ERlucT glycosylation luciferase reporter, 24 h; percent of 100 nM tunicamycin response | reporter increase, % at 12.5 µM | 360,000 compounds, 0.23% hits;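 active = mean luciferase reporter signal, scaled so untreated is 0 and the glycosylation-blocking control 100, at or above a set limit in every replicate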;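 note: luciferase carries N-glycosylation sites so blocking glycosylation raises the light; 0% = median of neutral control wells and 100% = median of 100 nM tunicamycin wells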
Vif inh = HIV Vif self-association inhibitors, primary screen, imaging, HEK293T, single point. AID 602346, 2012. inhibition, % at 7.49 µM. 340,000 compounds, 0.35% hits. HEK293T cells, Vif self-association by quenched fluorescence, 24 h; in the data active = inhibition above about 50%, passing the limit was not always enough; note: some results filed as inactive read as strong as hits
H9c2 protect = cardioprotection against H2O2-induced cell death, primary screen, uHTS, H9c2 cells, ATPLite luminescence; AID 588492, 2011; 360,000 compounds, 0.63% hits; protection from H2O2 cell death, % at 20 µM; H9c2 cardiomyocytes, H2O2 injury protection, 2 h;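 active = compounds giving at least 50% protection of heart cells from peroxide-induced death in the single-dose screen, raw or plate-pattern-corrected value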;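 note: 0% = DMSO wells with peroxide and 100% = DMSO wells without peroxide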
Exocytosis inh = LAMP-1 surface exposure blockers, TALL-104 cells – cell-based, flow cytometry, MLPCN library, primary screen | TALL-104 LAMP-1 surface exposure; cells stimulated with thapsigargin and PMA | inhibition, % at 10 µM | 360,000 compounds, 0.66% hits;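 active = inhibition above about 55%, limit read from the data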
HTR2A ag = mouse Htr2a agonists via beta-arrestin recruitment, primary screen, cell-based, luminescence | CHO-K1 mHTR2A beta-arrestin complementation; percent of 30 µM serotonin response | activation, % at 7.6 µM | 360,000 compounds, 0.66% hits | AID 624169, 2012;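 active = activation above a run cutoff, the mean activation of all tested compounds plus 3 SD, cut at about 14% in these data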;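 note: 0% = plate median of compound wells and 100% = 30 µM serotonin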
Target sequence (P35363 whole entry, looked up): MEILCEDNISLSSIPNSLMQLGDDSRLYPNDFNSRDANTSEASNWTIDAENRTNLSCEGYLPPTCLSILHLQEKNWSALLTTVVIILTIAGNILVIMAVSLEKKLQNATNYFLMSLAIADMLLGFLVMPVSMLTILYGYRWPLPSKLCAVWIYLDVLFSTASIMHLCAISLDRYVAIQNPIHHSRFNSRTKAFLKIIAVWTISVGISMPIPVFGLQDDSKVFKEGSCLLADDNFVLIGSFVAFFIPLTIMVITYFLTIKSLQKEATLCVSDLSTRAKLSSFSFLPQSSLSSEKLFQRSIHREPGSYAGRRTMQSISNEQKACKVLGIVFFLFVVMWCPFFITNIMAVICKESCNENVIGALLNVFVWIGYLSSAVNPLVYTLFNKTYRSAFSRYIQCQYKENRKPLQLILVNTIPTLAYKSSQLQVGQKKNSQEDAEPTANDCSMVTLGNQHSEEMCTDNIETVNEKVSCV
iPSC survival up = enhancers of single-cell hiPSC survival, primary screen, ATPlite luminescence. 100% = ROCK inhibitor wells, 0% = DMSO. survival enhancement, % at 20 µM. 360,000 compounds, 0.044% hits; in the data active = survival enhancement above about 18%;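 note: cells exposed to compounds for 16 hours before the ATP read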
ABCB6 inh MLPCN = ABCB6 transporter inhibitors, primary screen, K562-ABCB6 cells, flow cytometry, MLPCN library; 360,000 compounds, 0.19% hits; fluorescence ratio to DMSO, % at 10 µM; AID 602162, 2011; K562-ABCB6 porphyrin accumulation, 1 h; hits give low values; ATP-binding cassette sub-family B member 6 (Homo sapiens), Q9NP58;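 active = fluorescence ratio to DMSO below 75%, the collection mean minus 3 SD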;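 note: signal is porphyrin accumulated inside mitochondria; 100% equals median channel fluorescence of DMSO control wells; lower ratio means ABCB6 inhibition with less porphyrin fluorescence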
aDG glyco up = activators of alpha-DG glycosylation, primary screen, uHTS, Pro5-aDG cells, AlphaScreen | alpha-DG glycosylation AlphaScreen (IIH6); 0% Pro5, 100% B10-LARGE cell signal | activation, % at 10 µM | 360,000 compounds, 0.22% hits | AID 624168, 2012;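 active = activation of at least 8% versus controls, or a plate z-score of at least 8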;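 note: Pro5 are CHO cells carrying HIG-tagged alpha-DG that lacks glycosylation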
* marks the source's active call; other numbers are inactive results; . = no result given.

SMILES	CaV13 FRET inh	PDI inh	Glyco luc inh	Vif inh	H9c2 protect	Exocytosis inh	HTR2A ag	iPSC survival up	ABCB6 inh MLPCN	aDG glyco up
O=C(CCS(=O)(=O)c1ccccc1)Nc1nc(-c2ccc(F)cc2)cs1	2	-10	-6	-1	-6	2	3	-0.8	99	0.2
O=C(c1cccs1)n1nc(-c2ccccc2)nc1NCc1ccco1	-5	0	0	-4	1	0	3	0.3	94	0.1
Cc1ccc(-n2c(-c3nn(C)cc3Cl)n[nH]c2=S)cc1	-4	-11	1	2	-3	3	1	5.7	97	-0.1
CNc1ccccc(-c2ccc3ccccc3n2)c1=O	-6	-6	-11	-7	2	6	-2	-1.3	106	-0.2
COc1ccc(CCNC(=O)CSc2nc3ccccc3c3nc(CCN4CCCCC4)nn23)cc1OC	-6	2	-2	-3	15	3	-5	-0.4	105	0.7
Cc1cc(C)n(-c2ccc(NC(=O)C3CCN(Cc4cc(C)c(C)o4)CC3)cc2)n1	-8	10	2	19	-3	0	2	-0.3	96	0.1
COc1ccc(-c2csc(NC(=O)[C@H](C)N3C(=O)C4CC=CCC4C3=O)n2)cc1OC (stereo not given in full)	-7	4	-2	-8	18	-1	6	-0.6	95	0.1
Cc1ccc(NC(=O)C(=O)NNC(=O)c2ccccc2C)cc1Cl	-5	8	0	.	9	-5	-7	0.5	97	0.3
O=C1Nc2ccccc2Nc2ccccc21	-10	2	0	-4	18	-5	-2	-0.2	100	-0.1
O=C(Nc1ccc2oc(-c3ccccc3F)nc2c1)c1ccco1	-4	-3	-5	5	-2	-4	2	-0.5	94	-0.2
CCN(C(=O)CSc1nnc(-c2ccccc2C)n1C)c1c(N)n(Cc2ccccc2)c(=O)[nH]c1=O	-5	1	0	3	-2	-4	14*	-0.1	99	-0.4
Cn1c(=O)c2c(nc(NCc3ccco3)n2CC(O)COc2ccccc2)n(C)c1=O (stereo not given)	-2	1	0	-3	-9	9	0	-0.9	99	0.8
N#Cc1c(N2CCN(C(=O)c3ccco3)CC2)nc(-c2ccccc2)c2c1CCCC2	-7	2	-8	-6	-16	-3	-8	-0.3	100	0.8
O=C(CN1c2cccc3cccc(c23)S1(=O)=O)NCCc1ccccc1	-4	-2	1	4	9	-1	-1	4.8	96	0.1
O=C(Nc1ccc(N2CCCCC2)cc1)c1cncc(Br)c1	.	7	-7	-8	-18	-2	0	-0.7	99	0.3
CCc1ccc2c(c1)C(c1ccc(N3CCOCC3)cc1)=NNC(c1ccncc1)=N2	-5	4	-3	-1	-3	10	-3	-3.8	94	0.3
CCOc1ccccc1N1CCN(CC(=O)NC(C)c2ccccc2)CC1 (stereo not given)	23	2	-2	-7	9	-7	-4	1.1	97	0.0
O=C(CC(O)c1ccncc1)c1ccccc1O (stereo not given)	-4	1	19	-8	10	-9	6	-2.0	102	-0.1
Cc1cccc(NC(=O)COn2nnc3ccc(S(C)(=O)=O)cc32)c1	21	0	5	18	8	-8	-1	-0.2	97	-0.3
N#Cc1c(C(F)(F)F)cc(-c2ccccc2)[nH]c1=O	-4	-3	1	3	-8	2	4	-1.1	97	0.1
CCc1nnc(NC(=O)c2cccs2)s1	-3	.	2	-9	-2	-15	6	1.8	103	-0.1
Cc1noc(NS(=O)(=O)c2ccc(NC(=O)c3ccc(OC(C)C)cc3)cc2)c1C	4	-7	-2	6	-13	18	0	0.1	95	0.0
COc1ccc(CCCC(=O)NC2CCCCC2)cc1	-10	-5	-1	13	1	2	2	-1.4	103	0.2
c1cn(CCCNc2ncnc3nc[nH]c23)cn1	-5	5	1	3	1	6	-7	-2.8	87	-0.2
O=C(CSc1nnc(CNC(=O)c2ccccc2)o1)NCc1ccc(F)cc1	-3	-4	0	-3	-7	-3	2	1.0	97	0.0

Records listed so far marked active in HTR2A ag.
| compound | CaV13 FRET inh | PDI inh | Glyco luc inh | Vif inh | Exocytosis inh | HTR2A ag | ABCB6 inh MLPCN | aDG glyco up |
| --- | --- | --- | --- | --- | --- | --- | --- | --- |
| CCN(C(=O)CSc1nnc(-c2ccccc2C)n1C)c1c(N)n(Cc2ccccc2)c(=O)[nH]c1=O | -5 | 1 | 0 | 3 | -4 | 14* | 99 | -0.4 |

(next part)
SMILES	CaV13 FRET inh	PDI inh	Glyco luc inh	Vif inh	H9c2 protect	Exocytosis inh	HTR2A ag	iPSC survival up	ABCB6 inh MLPCN	aDG glyco up
COCCN(C(=O)COC(=O)CCC(=O)c1ccc(C)cc1)c1c(N)n(Cc2ccccc2)c(=O)[nH]c1=O	-4	-4	2	.	1	-11	1	0.8	101	0.2
O=[N+]([O-])c1cccc(CSc2cccc[n+]2[O-])c1	-6	-7	-1	23	8	0	-4	1.2	98	0.4
COc1ccc(NC(=O)C2CCCN(S(C)(=O)=O)C2)cc1 (stereo not given)	3	5	1	-4	-3	0	0	0.1	102	-0.1
COc1cccc(NC(=O)COC(=O)c2sccc2C)c1	-7	4	-2	16	-5	-3	-2	3.8	87	0.2
COc1nnc(-c2ccc(N3CCOCC3)c(NC(=O)c3ccc(C)cc3)c2)c2ccccc12	-5	10	-6	-20	0	0	-1	-3.4	83	-0.1
Cc1ccc2c(c1)[C@@H]1[C@H](CO2)[C@H](c2ccccc2)[C@@]2(C)C(=O)N[C@H](C)C(=O)N12	-14	1	1	1	6	2	-5	-2.3	100	0.2
CCCOc1ccc(NC(=O)c2cc3cc(C)ccc3[nH]2)cc1	-6	-1	-2	1	-5	-16	-7	-0.1	92	0.0
COc1ccc(/C=N/Nc2nc(-c3cccnc3)nc3ccccc23)cc1OC	-3	10	-2	-17	10	-5	2	0.4	96	-0.2
COC(=O)c1ccccc1Oc1ccc(NC(=O)c2ccco2)cc1	-3	2	4	1	-3	-6	8	1.9	97	0.0
CC12CCC(C(=O)N(c3nccs3)C1=O)C2(C)C (stereo not given)	-17	-4	-2	7	6	-2	-1	-1.4	94	-0.1
CS(=O)(=O)N1CCC(C(=O)Nc2cccc(F)c2)CC1	-2	-12	1	35	4	-11	6	-0.3	92	0.0
O=C(O)C12CC3CC(C1)CC(n1ncc(N4CCN(c5ccccc5)CC4)c(Cl)c1=O)(C3)C2	-5	-5	-1	-23	0	-4	4	-0.6	92	0.0
CCOc1ccc(N(C(=O)CNC(=O)c2ccco2)C(C(=O)NC2CCCC2)c2ccco2)cc1 (stereo not given)	-7	8	2	17	4	-11	-7	0.0	99	-0.2
O=c1c2ccccc2nnn1CSc1nc2ccccc2c(=O)n1Cc1ccco1	-7	2	-3	.	-4	-1	6	-0.2	95	-0.2
CC1CCC(=NNC(=O)Cc2ccccc2)CC1 (stereo not given)	-5	-1	4	-1	-3	0	-8	-2.4	101	-0.1
CCC(COC)NC(=O)CCc1nnc(Cc2c[nH]c3ccccc23)o1 (stereo not given)	-5	7	2	-5	12	-1	5	-0.5	100	-0.1
CC(=O)OC(C)(CCC(C)(OC(C)=O)C(C)=O)C(C)=O (stereo not given)	.	2	0	11	3	-3	2	2.2	103	-0.1
Cc1ccc(/C=C2/SC(=S)N(CC(=O)Nc3ncc(Cc4ccc(C)cc4)s3)C2=O)cc1	.	-3	2	5	1	0	0	0.1	93	-0.6
Cn1ncc2c(Nc3ccc(Cl)cc3)ncnc21	-16	-2	0	2	-9	0	2	0.7	98	0.2
CC1(C)Oc2cc3oc(-c4cc(O)cc(O)c4)cc3cc2CC1O (stereo not given)	.	.	-18	10	-17	-2	0	-4.1	102	0.0
COc1ccc(CCNC(=O)C(=O)NCC2CCCN2S(=O)(=O)c2cccs2)cc1 (stereo not given)	-6	-4	1	-5	4	1	-3	-0.3	96	-0.1
CCOc1c(CNCCN2CCOCC2)cccc1OC	.	13	-1	-1	3	-1	3	4.4	98	0.1
COc1ccc(S(=O)(=O)N2CCCC2)cc1C(=O)O	0	5	4	-5	-2	0	-7	-0.4	99	-0.1
CC(=O)Nc1nnc(C2=COCCO2)o1	-7	7	2	-5	1	-10	2	-0.7	97	-0.3
CC1(C)Cc2c(cnn2-c2ccccc2)C(=O)/C1=N\NC(=O)c1ccccc1N	.	2	0	-2	-1	-1	-4	0.6	95	0.0

Other results follow:
SMILES	CaV13 FRET inh	PDI inh	Glyco luc inh	Vif inh	H9c2 protect	Exocytosis inh	HTR2A ag	iPSC survival up	ABCB6 inh MLPCN	aDG glyco up
O=C(Nc1cccnc1)c1cc(-c2ccccc2O)on1	-13	21	14	-2	-18	5	-7	-1.0	98	0.0
C[C@]12c3[nH]c4cc(-c5ccco5)ccc4c3CCN1C(=O)[C@@H](CC(=O)NCCCn1ccnc1)C[C@@H]2C(=O)N1CCCCC1	-3	20	0	.	1	5	0	5.4	99	0.0
O=C(NC1CCS(=O)(=O)C1)C1CCCC1 (stereo not given)	-8	-10	-1	9	3	-2	7	1.0	98	-0.1
CC(=O)Nc1cc(-c2cccc(C(=O)NCCO)c2)cn2c(-c3cccc(C(F)(F)F)c3)cnc12	-5	2	-1	4	32	-4	4	6.3	104	-0.2
O=c1c2cc3c(cc2[nH]c(=S)n1CCN1CCOCC1)OCO3	-3	-1	3	14	6	0	5	-1.9	102	-0.3
Cc1ccc(-c2nnn(CC(=O)N(Cc3cccs3)C(C(=O)NC(C)(C)C)c3ccco3)n2)o1 (stereo not given)	-5	-8	1	-6	2	-6	0	-2.9	105	0.1
CC(=O)N1N=C(N)SC12CCCC2	-5	2	1	-7	2	-4	-5	-0.1	104	-0.2
CC(C)N(C(=O)COC(=O)c1ccc(Cl)c(S(N)(=O)=O)c1)C(C)C	7	1	2	-3	5	5	-3	0.0	92	-0.1
C/C(=N\NC(=O)c1cc(C)nc2ccccc12)c1ccco1	-2	0	2	1	8	-2	-9	0.5	96	0.2
CCOc1ccc(N2C(=O)C3C4C=CC(CC4)C3C2=O)c([N+](=O)[O-])c1 (stereo not given)	-4	2	0	-5	0	1	0	-0.4	92	-0.2
O=C(c1ccc(Cl)cc1)c1oc2ccccc2c1CS(=O)c1ccccc1 (stereo not given)	-7	-4	-5	-10	10	-6	-5	0.5	95	-0.3
CCc1ccccc1NC(=O)COc1ccc(N2CC(C(N)=O)CC2=O)cc1 (stereo not given)	-4	7	3	17	3	30	3	0.4	100	-0.1
O=C(N/N=C/c1ccc(N2CCCC2)c([N+](=O)[O-])c1)c1cccnc1	-1	1	0	1	2	-5	-2	1.2	96	-0.1
Cc1c(C(=O)Oc2ccc(-c3cnc4ccccc4n3)cc2)cccc1[N+](=O)[O-]	-2	4	1	.	1	-1	-1	-0.7	95	0.0
O=C(Nc1ccc(Cl)cc1)N1CCC(c2nc(-c3ccc(F)cc3)no2)CC1	-7	-6	-2	-5	-13	10	-3	1.4	98	0.9
CS(=O)(=O)N(Cc1ccccc1Cl)c1ccc(C(=O)NCc2cccnc2)cc1	-5	7	-2	-5	-3	0	2	0.3	109	5.0

Outcome played no part in choosing rows, and some 3.1% of all compounds hit somewhere here.
